Source: PubChem
GSK3 alpha inh – blockers of GSK3A enzyme activity – biochemical, luminescence, cell-free homogeneous, HTS, primary screen. Glycogen synthase kinase-3 alpha (Homo sapiens), P49840. GSK-3 alpha kinase, ADP-Glo luminescence, 60 min. inhibition, % at 10 µM. actives 0.1% (n = 320,000);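 in the data active means inhibition above about 50%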;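 further: GST-tagged GSK-3 alpha with peptide substrate and 25 µM ATP; 0% = DMSO neutral wells and 100% = GW8510 positive control wells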
Target sequence (P49840 whole entry, looked up): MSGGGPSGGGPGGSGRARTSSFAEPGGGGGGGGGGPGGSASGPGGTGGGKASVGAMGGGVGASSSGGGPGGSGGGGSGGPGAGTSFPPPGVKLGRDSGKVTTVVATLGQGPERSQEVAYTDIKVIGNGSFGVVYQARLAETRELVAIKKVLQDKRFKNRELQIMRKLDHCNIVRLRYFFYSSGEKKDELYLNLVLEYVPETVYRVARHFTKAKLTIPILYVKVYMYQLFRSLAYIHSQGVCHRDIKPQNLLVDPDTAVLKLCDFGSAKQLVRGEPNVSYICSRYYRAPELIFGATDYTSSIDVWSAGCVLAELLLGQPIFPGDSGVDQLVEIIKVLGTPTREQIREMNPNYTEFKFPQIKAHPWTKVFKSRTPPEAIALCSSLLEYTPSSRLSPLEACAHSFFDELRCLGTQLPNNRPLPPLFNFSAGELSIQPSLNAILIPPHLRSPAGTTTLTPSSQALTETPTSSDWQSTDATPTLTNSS
KLF5 inhibitor – KLF5 expression inhibitors, primary screen, DLD-1 cells, luminescence; DLD-1 KLF5 promoter-luciferase reporter; inhibition, % at 5 µM; AID 1700, 2009; actives 0.23% (n = 290,000);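 active means inhibition above a per-plate limit of that plate's mean compound inhibition plus 3 SD, cut at about 60% in these data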;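 further: 0% = DMSO wells and 100% = LY294002 at 200 µM; higher means less KLF5 promoter-driven luciferase light; inactives centre near -14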
AI-2 QS mod – Vibrio harveyi AI-2 quorum sensing modulators, primary screen, JMH597 strain, luminescence/OD600 ratio. Vibrio harveyi JMH597 AI-2 luminescence/OD600 ratio, 9 h; stronger effect = lower value; strain lacks LuxN and CqsS sensors; 0 = neutral-control median. activity change, % at 7.5 µM. actives 0.4% (n = 300,000). AID 2094, 2009; in the data active means activity change below about -75%, passing the limit was not always enough;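 further: luminescence divided by OD600 gain over 9 h not by final OD600 alone; inactives centre near 13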
HSF1 inh – HSF1 inhibitors in luciferase reporter cells, primary screen, cell-based, NIH3T3, luminescence. NIH3T3-HGL HSE-luciferase, MG132-induced, luminescence 8 h; stronger effect = lower value. activity change, negative = inhibition, % at 7.5 µM (by protocol). actives 0.77% (n = 300,000). AID 2098, 2009;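 active means more than half of replicate wells show activity change below -50%, luminescence cut by over half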;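 further: luciferase reports HSF-1 transcriptional activity via heat shock element; 0% = median of DMSO wells and -100% = zero luminescence signal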
IEC-6 cytotox – cytotoxicity in IEC-6 intestinal epithelial cells, primary screen, cytotoxicity control for KLF5 inhibitor project, cell-based, luminescence. inhibition, % at 5 µM. AID 1825, 2009. actives 0.78% (n = 290,000). IEC-6 cytotoxicity, luminescence viability; in the data active means inhibition above about 22%;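 further: 0% = plate median of test compound wells and 100% = cytotoxic reference compound wells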
HSP90 inh – HSP90 inhibitors, primary screen, cell lysate, luminescence; Heat shock protein HSP 90 (rabbit reticulocyte lysate; luciferase refolding); Rabbit reticulocyte lysate, luciferase refolding luminescence, 3 h; inhibition, % at 5.6 µM; actives 0.91% (n = 290,000);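 active means inhibition above the screen-wide mean plus 3 SD, computed separately per campaign, cut at about 16% in these data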;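 further: 0% = DMSO wells and 100% = 60 µM geldanamycin wells; inhibitors lower the luminescence because luciferase stays unfolded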
HSF-1 act – HSF-1 activators, primary screen, NIH3T3-HGL cells, MG132 stress, luminescence, single point; NIH3T3-HGL HSF-1 luciferase reporter, 8 h; 100% = twice DMSO control signal; activation, % at 9 µM; actives 1.7% (n = 300,000);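 active means mean replicate activation of at least 50% with a set share of replicates each reaching 50%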;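 further: 0% = median of the neutral control wells and 100% = twice that signal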
aSyn 5UTR inh – MLPCN primary screen, SNCA 5' untranslated region; alpha-synuclein 5'UTR reporter, inhibitor activity; inhibition, % (tested at 7.5 µM); actives 0.82% (n = 300,000); in the data active means inhibition above about 60%;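 further: H4 neuroglioblastoma cells stably carrying SNCA 5'UTR luciferase fusion; 0% = DMSO wells and 100% = positive control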
PolyA inhibitor – polyadenylation inhibitors in yeast reporter cells, primary screen, luminescence, S. cerevisiae | S. cerevisiae SKY197-pL101 polyadenylation reporter, beta-gal luminescence; efflux-impaired pdr1/pdr3 knockout yeast; score 100 = 6 SD above DMSO | calls only at 12 µM | actives 0.02% (n = 300,000);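 active means lowest replicate activity score at least 50, where 100 means six control SD above control mean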;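 further: yeast exposed to compound for 9 h at 30 °C; higher score means more reporter readthrough which indicates perturbed polyadenylation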
GSK3B inh – human GSK3beta kinase inhibitors, primary screen, biochemical, cell-free homogeneous, HTS | GST-GSK3beta kinase, ADP-Glo luminescence, 60 min; stronger effect = lower value | activity score (negative = inhibition), % at 10 µM | actives 0.038% (n = 300,000) | AID 2097, 2009;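 active means more than half of replicate wells score below -50%, meaning over 50% inhibition versus plate controls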;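 further: 0% = median DMSO wells and -100% = median GW8510 positive control wells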
Target sequence (P49841 whole entry, looked up): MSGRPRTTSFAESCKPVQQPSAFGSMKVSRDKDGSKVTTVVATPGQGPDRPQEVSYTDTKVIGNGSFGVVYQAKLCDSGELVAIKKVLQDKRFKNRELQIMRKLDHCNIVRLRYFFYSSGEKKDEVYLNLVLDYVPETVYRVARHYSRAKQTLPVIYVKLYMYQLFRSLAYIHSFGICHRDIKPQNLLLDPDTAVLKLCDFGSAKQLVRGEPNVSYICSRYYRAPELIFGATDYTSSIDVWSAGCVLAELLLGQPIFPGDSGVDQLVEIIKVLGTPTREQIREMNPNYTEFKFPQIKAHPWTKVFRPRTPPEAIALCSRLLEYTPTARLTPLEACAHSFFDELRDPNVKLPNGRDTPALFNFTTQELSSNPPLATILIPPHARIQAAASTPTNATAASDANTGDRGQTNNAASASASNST
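Test system – GST-tagged human GSK3beta kinase, cell-free · Incubation – 60 min enzyme reaction, room temperature · Signal – ADP-Glo luminescence · Also added – peptide substrate and ATP at 25 µM · Controls – DMSO neutral wells and GW8510 at 20 µM as positive · Buffer or medium – Tris/MgCl2 kinase buffer · Measure – Luminescence-derived activity versus plate DMSO and GW8510 wells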
The depositor's hits bear a star; i = inactive; nt = not tested or not shown. The list is partial. The share of hits here may be higher or lower than overall.

SMILES	GSK3 alpha inh	KLF5 inhibitor	AI-2 QS mod	HSF1 inh	IEC-6 cytotox	HSP90 inh	HSF-1 act	aSyn 5UTR inh	PolyA inhibitor	GSK3B inh
CN(C(=O)COC(=O)c1ccc(Br)c([N+](=O)[O-])c1)c1c(N)n(Cc2ccccc2)c(=O)[nH]c1=O	-1	nt	1	-3	nt	nt	-15	-20	i	0
Cc1cc(C)cc(NC(=S)NCC2CCCO2)c1 (stereo unspecified)	-2	-20	11	-4	5	4	-10	-2	i	-1
O=C(O)c1ccccc1N(Cc1ccccc1)C(=O)CO/N=C/c1ccccc1	-4	3	4	-1	3	-3	-6	-13	i	6
CCC(CC)C(=O)c1c[nH]c(C(=O)NN)c1	-2	17	22	nt	30*	0	nt	13	i	1
COC(=O)c1ccc(-c2nc(-c3ccc(Br)o3)no2)cc1	nt	-32	17	5	-6	-6	23	-108	i	0
O=C(O)c1[nH]c2ccccc2c1C(c1c(F)cccc1Cl)c1c(C(=O)O)[nH]c2ccccc12	-9	-6	33	-1	3	-5	-14	7	i	7
Cc1ccc2nc(-c3ccccc3N)[nH]c2c1	3	7	15	-7	21	22*	15	-2	i	3
CCc1nnc(NC(=O)CSc2nnc(Cc3ccc(OC)cc3)o2)s1	-2	-8	22	-2	-14	6	-3	25	i	4
Cc1nc([N+](=O)[O-])cn1CC(O)c1ccc(-c2ccccc2)cc1 (stereo unspecified)	0	-5	25	2	-3	0	20	11	i	0
COC(=O)CN1C(c2cccc(Cl)c2)=Nc2ccc(Cl)cc2C1c1ccccc1 (stereo unspecified)	-1	-28	12	42	-2	4	64*	-8	i	-4
N#CCOc1ccccc1P(=O)(c1ccccc1)c1ccccc1	1	-15	4	0	3	-1	-13	-14	i	-1
CCOC(=O)c1cc(-c2ccco2)nn1-c1ccc(C)cc1	-1	-48	9	0	-2	3	2	7	i	1
CC1CCN(c2ccc(S(=O)(=O)N3CCC(C)CC3)cc2N)CC1	0	-15	53	-6	-2	-4	-6	-14	i	-5
O=C(O)CCNS(=O)(=O)c1ccc(Oc2ccccc2Cl)cc1	-4	-23	11	2	-4	-2	-3	2	i	1
Cc1ccc(S(=O)(=O)N[C@@H](Cc2ccccc2)C(=O)CCl)cc1	0	-24	23	nt	-5	3	nt	nt	nt	nt
Cn1c(CN2CCCCC2)c(C#N)c2ccccc21	-1	5	18	12	-1	-3	13	21	i	2
O=C(N/N=C/c1coc2ccccc2c1=O)c1cc(Br)c(O)c(Br)c1	1	-39	70	-30	-3	-4	-47	6	i	3
O=C1CS/C(=N/N=C2C3CC4CC(C3)CC2C4)N1	-5	-34	14	-6	-6	1	-19	20	i	4
O=C(CCCN1C(=O)CCC1=O)Nc1ccccc1F	3	-30	nt	-8	-5	-1	4	28	i	nt
COc1ccc(C(=O)/C=C/Nc2ccc(NC(C)=O)cc2)cc1OC	4	-7	-8	3	-2	-1	-3	-12	i	-13
CCOC(=O)c1c(C)n(OCc2ccccc2)c2ccc3c(no[n+]3[O-])c12	0	-26	6	-10	-3	-1	-12	32	i	1
O=C(COc1ccccc1)N1CCN(C(=O)c2ccco2)CC1	0	-28	32	-3	-4	-1	6	-19	i	1
CCN(C(=O)CCNC(=O)Cn1cnc2ccccc2c1=O)c1ccccc1F	-1	-7	21	-7	3	-4	2	-25	i	1
COc1ccc(NC(=O)CN(C)C(=O)c2cn(-c3ccccc3)nc2-c2ccc(Cl)cc2)cc1	-1	nt	3	0	nt	nt	7	10	i	1
CN(C)CCCNS(=O)(=O)c1ccc(N2CCN(Cc3ccc4c(c3)OCO4)CC2)c([N+](=O)[O-])c1	-1	-2	10	-4	6	-2	1	-8	i	-2
Brc1cnc2nc[nH]c2c1	0	3	1	-3	-1	7	11	-17	i	-1
Cc1c(-c2ccccn2)c(=O)[nH]n1-c1ccc(F)cc1	1	-136	7	8	13	22*	34	-1	i	-1
CC1CCN(CC(=O)Nc2ccc(C(=O)N3CCCCC3)cc2)CC1	-2	-20	13	-7	0	3	-5	1	i	-1
CCS(=O)(=O)Nc1ccc(C2=NN(C(C)=O)C(c3cccs3)C2)cc1 (stereo unspecified)	-4	23	15	-5	17	-4	13	-35	i	2
Cc1cc(-c2ccc(N3CCOCC3)cc2)nc2ccccc12	0	-46	22	26	12	0	46	-307	i	0
CC1=C(C(N)=O)C(c2ccccc2[N+](=O)[O-])n2ncnc2N1 (stereo unspecified)	2	-38	30	2	11	1	-9	4	i	-2
CCOC(=O)c1c(C(F)(F)C(F)(F)C(F)(F)C(F)(F)F)n[nH]c1C	-2	-19	6	-5	1	9	27	37	i	-1
CCOC(=O)N1CCN(C(=O)c2cc3c(ccc4ccccc43)oc2=O)CC1	3	-9	33	14	-1	-4	6	0	i	2
C=CCn1ccc2c([N+](=O)[O-])cccc2c1=O	1	1	8	-6	1	2	-7	12	i	-3
CCC(CC)C(=O)Nc1cc([N+](=O)[O-])ccc1Cl	-3	-12	17	-7	-3	1	-4	-19	i	-3
COc1ccc(S(=O)(=O)N2CCOCC2)cc1NC(=O)COC(=O)c1ccc(C)s1	nt	3	22	4	6	-3	3	-13	i	0
Cc1cc2c(cc3c(=O)n(CC(=O)NCCCN4CC(C)CC(C)C4)ncn32)s1 (stereo unspecified)	2	-20	3	-2	2	1	3	5	i	2
CC(=O)Oc1ccc2c(C)cc(=O)[nH]c2c1	nt	9	11	-7	-2	-2	-6	8	i	-8
NS(=O)(=O)c1ccc(-c2ccc(C=C3C(=O)c4ccccc4C3=O)o2)cc1	-3	-32	-3	-6	-3	-7	-19	-11	i	0
CCSc1nnc(NC(=O)C(CC)(C(F)(F)F)C(F)(F)F)s1	-2	-21	-6	3	3	-2	1	3	i	0
CC(=O)Nc1ccc(-c2csc(NC(=O)CC(NC(C)=O)c3ccccc3)n2)cc1 (stereo unspecified)	1	4	nt	-4	9	2	3	-4	i	nt
O=C(Nc1ccncc1NC(=O)c1cccc([N+](=O)[O-])c1)c1cccc([N+](=O)[O-])c1	-11	-5	32	-1	-3	2	-18	-5	i	1
CC(OC(=O)CNC(=O)C12CC3CC(CC(C3)C1)C2)C(=O)Nc1ccc(N2CCOCC2)cc1 (stereo unspecified)	1	-4	38	-1	-2	-2	7	-20	i	2
COc1cccc(NC(=O)c2ccccc2N2C(=O)C3C4C=CC(C5CC45)C3C2=O)c1 (stereo unspecified)	1	-12	20	2	-1	-4	3	1	i	0
COc1ccc(C/C(C)=N\NC(=O)c2c[nH]c3ccccc23)cc1OC	1	-36	13	11	10	2	10	-30	i	-2
Cc1noc(C)c1COC(=O)c1ccc2c(c1)S(=O)(=O)c1ccccc1C2=O	1	-49	12	-11	1	0	-7	7	i	-6
CCCNC(=O)CC1C(=O)N(Cc2ccccc2)C(C)c2nc3ccccc3n21 (stereo unspecified)	-1	-3	10	-2	5	2	19	-36	i	0
Cc1ccccc1-n1c(SCc2cccc(F)c2)nc2[nH]ncc2c1=O	3	-4	12	3	0	3	5	41	i	-4
COc1cc(/C=C(/C(=O)c2cccs2)c2nc3ccccc3[nH]2)cc(OC)c1O	-3	-48	7	268	7	4	351*	-224	i	0
COc1ccc(C2=NOC(C(=O)Nc3cccc(O)c3)C2)cc1 (stereo unspecified)	-1	-16	31	-3	-2	-3	11	9	i	-2
O=C(Nc1ccc(N2CCOCC2)cc1)c1cccc(S(=O)(=O)N2CCC(Cc3ccccc3)CC2)c1	2	-22	25	8	3	4	6	27	i	5
CCNC(=O)CNC(=O)c1nn(Cc2ccccc2)c(=O)c2ccccc12	-2	6	12	-71*	6	-1	-76	11	i	1
O=C(NC1CCc2ccccc21)C12CN(Cc3ccccc3)CC1C(c1cccc([N+](=O)[O-])c1)=NO2 (stereo unspecified)	-3	-9	-1	-1	-3	0	15	13	i	-4
CCOC(=O)c1c(C)n(-c2ccc(OC)cc2)c2ccc(O)c(CN(C)C)c12	5	-14	-21	15	3	-1	-6	0	i	-4
NS(=O)(=O)c1ccc(CCNS(=O)(=O)c2ccc3c(c2)NC(=O)CO3)cc1	1	-9	9	-6	5	-3	2	-21	i	1
COc1ccc(N2CCN(Cc3nc4c(c(=O)[nH]c(=O)n4C)n3CC(C)=O)CC2)cc1	-1	-6	13	-7	1	4	-9	7	i	4
CN(C)S(=O)(=O)N1CCC(Oc2cccc(C(=O)NCCCC3CCCC3)c2)CC1	nt	-67	1	-2	0	5	-9	-71	i	1
Cc1cccn2c(=O)c(C=NCc3ccco3)c(Nc3ccc(SC(F)F)cc3)nc12	0	-3	14	4	5	-2	3	-30	i	2
COc1ccc(NC(=O)C2CC(=O)N=C(N)S2)cc1 (stereo unspecified)	-3	-6	14	-3	-10	0	-9	-33	i	0
N#CC1=C(N)NC(SCC(=O)Nc2ccccc2)=C(C#N)C12CCCCC2	0	-16	15	40	2	0	71*	18	i	-5

Shown as a markdown table: 3 of the compounds above
| SMILES | GSK3 alpha inh | KLF5 inhibitor | AI-2 QS mod | HSF1 inh | IEC-6 cytotox | HSP90 inh | HSF-1 act | aSyn 5UTR inh | PolyA inhibitor | GSK3B inh |
| --- | --- | --- | --- | --- | --- | --- | --- | --- | --- | --- |
| COc1ccc(C2=NOC(C(=O)Nc3cccc(O)c3)C2)cc1 (stereo unspecified) | -1 | -16 | 31 | -3 | -2 | -3 | 11 | 9 | i | -2 |
| O=C(Nc1ccc(N2CCOCC2)cc1)c1cccc(S(=O)(=O)N2CCC(Cc3ccccc3)CC2)c1 | 2 | -22 | 25 | 8 | 3 | 4 | 6 | 27 | i | 5 |
| COc1cc(/C=C(/C(=O)c2cccs2)c2nc3ccccc3[nH]2)cc(OC)c1O | -3 | -48 | 7 | 268 | 7 | 4 | 351* | -224 | i | 0 |

Further structures.
SMILES	GSK3 alpha inh	KLF5 inhibitor	AI-2 QS mod	HSF1 inh	IEC-6 cytotox	HSP90 inh	HSF-1 act	aSyn 5UTR inh	PolyA inhibitor	GSK3B inh
Oc1c(CN2CCOCC2)cc(COCc2ccccc2)c2cccnc12	-5	0	26	-78*	-3	5	-82	114*	i	1
CC[C@H](C)[C@H](NC(N)=O)C(=O)NCCc1ccc(Cl)cc1Cl	4	-1	31	-4	6	4	10	3	i	3
O=C(Cc1ccc(-n2c(=O)c3ccccc3n(Cc3ccccc3F)c2=O)cc1)NCC1CCCO1 (stereo unspecified)	-4	9	22	-1	8	2	30	31	i	1
CC(C)CNC(=S)N1CCC(C(=O)c2ccc(F)cc2)CC1	-2	-40	11	0	1	0	1	-12	i	1
